# Assay outcomes as filed in PubChem.
# PhoP GFP inhibition = PhoP regulon inhibitors, Salmonella typhi PhoP promoter GFP reporter, confirmatory (AID 1850) | Salmonella Typhi PhoP-promoter GFP reporter, fluorescence, 4 h; higher % means a stronger effect | hit rate 0.33% among 310,000 | one-dose inhibition, % at 50 µM; IC50 in µM for titrated hits; in the data active = a potency from the dose series; inconclusive = inhibition mostly from about 25% at the one dose, without a potency; inactive = the rest, 99 in 100 with inhibition below about 19%;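 also: 0% = induced wells with vehicle and 100% = uninduced wells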
# VEEV TC-83 Vero = inhibitors of VEEV TC-83 cytopathic effect, confirmation, Vero cells (AID 588727); hit rate 0.13% among 350,000; one-dose inhibition, % at 20 µM; IC50 in µM for titrated hits; Vero cells, VEEV TC-83 cytopathic effect inhibition; higher % means a stronger effect; in the data active = a potency from the dose series; inconclusive = inhibition mostly from about 14% at the one dose, without a potency; inactive = the rest, 99 in 100 with inhibition below about 12%; also: strong numbers were not always called active
# M. tuberculosis = growth inhibition of non-replicating M. tuberculosis (AID 488890); Mycobacterium tuberculosis non-replicating, growth inhibition; higher % means a stronger effect; inhibition, % at 25 µM; hits with a dose series show IC50 in µM; hit rate 0.39% among 320,000; in the data active = a potency from the dose series; inconclusive = inhibition mostly from about 82% at the one dose, without a potency; inactive = the rest, 99 in 100 with inhibition below about 76%;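 also: plate controls were DMSO cells for no effect and high antibiotic wells for full effect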
# M. tuberculosis HTS = M. tuberculosis growth inhibition, HTS (AID 449762). M. tuberculosis H37Rv growth inhibition, 7H9 media; higher % means a stronger effect. inhibition, % at 25 µM; hits with a dose series show IC50 in µM. hit rate 0.59% among 330,000; in the data active = a potency from the dose series; inconclusive = inhibition above about 70% without an active follow-up result;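 also: bacterial growth assessed after seven days of incubation; strong numbers were not always called active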
# H1N1 NS1A inhibition = H1N1 influenza NS1A inhibitors, functional cell based assay (AID 504329). one-dose inhibition, % at 12.5 µM; IC50 in µM for titrated hits. hit rate 0.3% among 340,000. NS1A functional cell-based assay, percent inhibition; higher % means a stronger effect; in the data active = a potency from the dose series; inconclusive = inhibition above about 27% without an active follow-up result; also: strong numbers were not always called active
# VEEV TC-83 Vero 10K pilot screen = recorded beside VEEV TC-83 Vero, whose call it bears; inhibition, %; measured here: 10K pilot screen inhibition
# * = called active by the depositor; i = inactive; u = inconclusive; x = not tested or not shown.
SMILES,PhoP GFP inhibition,VEEV TC-83 Vero,M. tuberculosis,M. tuberculosis HTS,H1N1 NS1A inhibition,others
O=C(CCn1cccc1)NCc1ccccc1,-1%,0.8%,69%,-2%,13%,
Cc1cc(=O)oc2c(C)c(OCC(=O)N3CCC(C(=O)O)CC3)ccc12,11%,0.3%,-29%,3%,8%,
CCOc1ccccc1CN1CCN(Cc2cccc3nonc23)CC1CCO (stereo not given),7%,0.2%,5%,-2%,0%,
Cc1cc(C(=O)NCc2ccco2)on1,-12%,0.3%,4%,-7%,5%,
CCN(CC)c1ccc(N=Cc2c(O)n(Cc3ccco3)c(=O)[nH]c2=O)cc1,-11%,2.0%,15%,-1%,-4%,
CCOc1cc(C=O)cc(Cl)c1OCC(N)=O,-4%,i,14%,4%,-3%,
CCOc1ccc(S(=O)(=O)NC2=NCCCCC2)cc1,x,1.3%,4%,5%,2%,
CN1CCN(CCCNC(=O)c2cn(C)c3ccc(S(=O)(=O)N(C)C)cc3c2=O)CC1,-8%,0.0%,-30%,0%,-2%,
CCOc1ccc(NC(=O)Nc2ccon2)cc1,1%,3.0%,8%,15%,-6%,
CCOC(=O)c1cc(C#N)c(Oc2cccc(C(F)(F)F)c2)nc1-c1ccccc1,11%,4.1%,9%,-1%,-17%,
Cc1ccc(C)c(C(=O)CSc2nnc(C)s2)c1,8%,3.0%,14%,2%,0%,
COc1ccc(NC2(c3ccc(Cl)cc3)C(=O)c3ccccc3C2=O)cc1,-12%,1.4%,3%,98%,22%,
CCN(CC(=O)NCc1ccco1)S(=O)(=O)c1ccc(OC)cc1,-6%,0.9%,8%,1%,-9%,
O=C(NC1CCCC1)c1cc(-c2ccc(Cl)cc2Cl)on1,7%,0.1%,-3%,3%,5%,
COc1ccc(C=C2C(=O)OC(C)(C)OC2=O)cc1OC,-23%,0.6%,-9%,5%,-1%,
O=C(c1ccc(F)cc1)n1cc(C(=S)N2CCOCC2)c2ccccc21,1%,i,10%,-7%,4%,
Cc1ccc(CNC(=O)CN2C(=O)COc3ccc(S(=O)(=O)N4CCCCC4)cc32)o1,-2%,i,10%,5%,2%,
O=C(O)c1cccc(N/N=C/C2=C(Cl)c3cc(Cl)ccc3SC2)c1,x,3.8%,x,x,-1%,
CCCc1ccc(C(=O)[C@@H]2[C@@H](C(C)=O)N3c4ccc(F)cc4C=C[C@@H]3[C@@]23C(=O)Nc2ccccc23)cc1,13%,u,34%,-3%,0%,
COc1ccc(NC(=O)CSc2nc(=O)n(CCN3CCOCC3)c3c2CCCC3)c(OC)c1,4%,2.2%,-14%,-7%,-9%,

# Next section, overlapping the part above by two compounds.
SMILES,PhoP GFP inhibition,VEEV TC-83 Vero,M. tuberculosis,M. tuberculosis HTS,H1N1 NS1A inhibition,others
CCCc1ccc(C(=O)[C@@H]2[C@@H](C(C)=O)N3c4ccc(F)cc4C=C[C@@H]3[C@@]23C(=O)Nc2ccccc23)cc1,13%,u,34%,-3%,0%,
COc1ccc(NC(=O)CSc2nc(=O)n(CCN3CCOCC3)c3c2CCCC3)c(OC)c1,4%,2.2%,-14%,-7%,-9%,
Cc1ccccc1NS(=O)(=O)c1ccc(NC(=O)c2ccco2)cc1,9%,0.8%,1%,0%,1%,
CCCN(CCC)C(=O)CSc1nc2ccsc2c(=O)n1NC(=O)c1ccccc1,-3%,i,24%,-18%,1%,
COc1ccccc1N1CCN(C(=O)c2cc(=O)c3cc(C)ccc3o2)CC1,-1%,1.1%,-4%,9%,-4%,
CC(C)(C)Cc1nc(-c2ccc(Cl)cc2)no1,-11%,1.3%,4%,-2%,-7%,
O=C(O)CN1C(=O)CN=C(c2ccccn2)c2cc(Cl)ccc21,-9%,i,-17%,-1%,3%,
COc1cc(/C=C(/C#N)C(=O)Nc2ccc(Cl)cc2)ccc1Oc1nc(Cl)ncc1F,1%,7.6%,15%,15%,-17%,
Cc1ccc(CN2CC(C(=O)Nc3cc(C)ccn3)CC2=O)cc1 (stereo not given),0%,1.2%,-13%,-13%,-5%,
COc1ccc2c(CC(=O)NNC(=O)c3ccccc3F)coc2c1,x,1.8%,35%,-3%,-14%,
COC(=O)Cn1c2ccccc2c2nc3ccccc3nc21,-6%,0.6%,69%,9%,-6%,
O=C(COc1cc(O)c2c(=O)c3ccccc3oc2c1)OCc1ccccc1,0%,4.0%,u,>100µM*,-3%,

# 5 entries already listed, ordered by molar mass, descending.
SMILES,PhoP GFP inhibition,VEEV TC-83 Vero,M. tuberculosis,M. tuberculosis HTS,H1N1 NS1A inhibition,others
COc1ccc(NC(=O)CSc2nc(=O)n(CCN3CCOCC3)c3c2CCCC3)c(OC)c1,4%,2.2%,-14%,-7%,-9%,
CCN(CC)c1ccc(N=Cc2c(O)n(Cc3ccco3)c(=O)[nH]c2=O)cc1,-11%,2.0%,15%,-1%,-4%,
COc1ccc(NC2(c3ccc(Cl)cc3)C(=O)c3ccccc3C2=O)cc1,-12%,1.4%,3%,98%,22%,
Cc1ccccc1NS(=O)(=O)c1ccc(NC(=O)c2ccco2)cc1,9%,0.8%,1%,0%,1%,
O=C(NC1CCCC1)c1cc(-c2ccc(Cl)cc2Cl)on1,7%,0.1%,-3%,3%,5%,

# The results go on:
SMILES,PhoP GFP inhibition,VEEV TC-83 Vero,M. tuberculosis,M. tuberculosis HTS,H1N1 NS1A inhibition,others
O=C(COc1ccccc1)Nc1cc(S(=O)(=O)N2CCOCC2)ccc1N1CCCC1,x,1.2%,20%,-6%,-18%,
Cc1ccc(OCC(=O)N2N=C(c3ccc(Cl)cc3)CC2c2ccco2)c([N+](=O)[O-])n1 (stereo not given),-3%,2.0%,41%,51%,4%,
CC(=O)c1ccc(OCc2cc(C(=O)N(C)Cc3cc(C)no3)no2)cc1,5%,i,56%,3%,4%,
O=C(c1nn(Cc2ccccc2)c(=O)c2ccccc12)N1CCN(C/C=C/c2ccccc2)CC1,-16%,6.0%,4%,61%,21%,
COc1ccc(OCc2cc(C(=O)N3CCCCCC3)no2)c(Cl)c1,8%,2.4%,48%,3%,11%,
CC1(C)CC(=O)C/C(=N/Nc2nc3ccccc3s2)C1,11%,3.0%,5%,-3%,-1%,
COc1ccc(C2=NOC(Cn3nc(-c4ccccc4)cc3C(=O)O)C2)cc1 (stereo not given),x,i,-9%,-3%,5%,VEEV TC-83 Vero 10K pilot screen=0.9
COc1cc(OC)cc(C(=O)NC(C(=O)O)C23CC4CC(CC(C4)C2)C3)c1 (stereo not given),5%,1.4%,-7%,-1%,-11%,
O=C(CSc1nnc(-c2ccc3c(c2)OCO3)o1)Nc1ncc(C(F)(F)F)cc1Cl,1%,1.0%,u,u,-2%,
COc1ccc(C2C(C(=O)c3ccco3)=C(O)C(=O)N2CC2CCCO2)c(OC)c1 (stereo not given),-10%,0.8%,6%,6%,11%,
Cc1ccc(Oc2ccc(S(=O)(=O)N3CCOCC3)cc2C(N)=O)c(-n2nc3ccccc3n2)c1,-8%,6.1%,10%,-5%,4%,
CCOC(=O)COc1ccc(S(=O)(=O)N2CCN(c3ccc(OC)cc3)CC2)cc1,5%,2.4%,74%,u,0%,VEEV TC-83 Vero 10K pilot screen=1.8
COC(=O)Nc1ccc(S(=O)(=O)N(C)C)cc1,-5%,0.5%,8%,-4%,4%,
COc1cc(C(=O)N2CCN(C)CC2)cc(OC)c1OC,8%,1.2%,-2%,11%,-12%,
Cc1nn(CC(=O)c2ccc(Cl)s2)c(C)c1[N+](=O)[O-],6%,1.4%,u,7%,5%,
COc1ccc(Cl)cc1NC(=O)CC(C)=O,1%,0.8%,24%,66%,-4%,
CCCc1ccc(-c2csc(NC(=O)C3=COCCO3)n2)cc1,x,2.9%,28%,4%,-19%,
CC1CCCC(NC(=O)C2CC(=O)N(Cc3ccccc3)C2)C1C (stereo not given),-6%,0.9%,-3%,-7%,-11%,
CCOc1ccc(NC(=O)CN2C(=O)CSC2=O)cc1,-14%,0.7%,15%,6%,-14%,
CSc1nc2ccc(NS(=O)(=O)c3c(Cl)cccc3Cl)cc2s1,-4%,0.3%,18%,4%,13%,

# Looked up by compound from above, 4 records:
SMILES,PhoP GFP inhibition,VEEV TC-83 Vero,M. tuberculosis,M. tuberculosis HTS,H1N1 NS1A inhibition,others
COc1ccc2c(CC(=O)NNC(=O)c3ccccc3F)coc2c1,x,1.8%,35%,-3%,-14%,
Cc1ccc(Oc2ccc(S(=O)(=O)N3CCOCC3)cc2C(N)=O)c(-n2nc3ccccc3n2)c1,-8%,6.1%,10%,-5%,4%,
COc1cc(/C=C(/C#N)C(=O)Nc2ccc(Cl)cc2)ccc1Oc1nc(Cl)ncc1F,1%,7.6%,15%,15%,-17%,
O=C(O)CN1C(=O)CN=C(c2ccccn2)c2cc(Cl)ccc21,-9%,i,-17%,-1%,3%,

# Going on with the list.
SMILES,PhoP GFP inhibition,VEEV TC-83 Vero,M. tuberculosis,M. tuberculosis HTS,H1N1 NS1A inhibition,others
O=C(C1CCC(CNS(=O)(=O)c2cccc3nsnc23)CC1)N1CCN(c2ccccn2)CC1 (stereo not given),8%,6.5%,20%,-4%,-10%,
CCN(CC)c1ccc2cc(-c3nc4ccccc4[nH]3)c(=O)oc2c1,-60%,2.4%,5%,5%,0%,
CC12CC3(C)CC(C)(C1)CC(C(=O)NCc1cccnc1)(C2)C3,12%,i,50%,5%,20%,
O=C(Nc1ccc(F)cc1)Nc1ccccc1N1CCCCC1,-3%,1.2%,-10%,0%,3%,
COC(=O)c1c(NC(=O)CN2C(=O)C(=O)N(CC(C)C)C2=O)sc(C)c1C,0%,2.0%,8%,-23%,20%,
O=C(Cc1c(Cl)cccc1Cl)NC1=NCCS1,-5%,i,-2%,9%,-4%,
CCOc1ccc(CCNC(=O)COC(=O)c2cccnc2OCC)cc1OCC,-9%,i,6%,-4%,7%,
O=C(CCCOc1ccccc1)Nc1ccc(S(=O)(=O)N2CCOCC2)cc1,-3%,0.6%,18%,-3%,12%,
CSc1nnc(C)c(=O)n1COC(=O)/C=C/c1ccccc1,-8%,0.5%,51%,28%,0%,
COc1cc(OC)c2c(-c3cccc(-c4ccc(OC)c(F)c4)c3)cc(=O)oc2c1,x,6.0%,x,x,-11%,
COC(=O)C1=C(O)/C(=C/c2cccc(OC)c2O)N=C1C,12%,0.7%,2%,-10%,12%,
Cc1ccc(C2Cc3cc(O)c(O)cc3CN2)cc1 (stereo not given),4%,0.3%,-14%,12%,x,
COc1cccc(-c2cc(C(=O)Nc3cc(C)n(Cc4ccc(Cl)cc4)n3)no2)c1,-12%,4.5%,3%,7%,5%,
COc1ccc(Cl)cc1N1Cc2ccccc2C1,0%,0.7%,36%,-4%,-2%,
COc1ccccc1-c1nc(C#N)c(N2CC(C)CC(C)C2)o1 (stereo not given),-9%,1.8%,8%,0%,-8%,
C/C(CC(=O)Nc1ccc(N(C)C)cc1)=N\NC(=O)C(=O)NCc1ccccc1,5%,5.8%,9%,13%,8%,
COc1cccc2cc(C(C)OC(=O)Nc3ccc(C)cc3)oc12 (stereo not given),11%,6.0%,67%,8%,-2%,
COC(=O)C1=C(c2ccc(C(C)=O)cc2)C[C@@H]2CC[C@H]1N2C(=O)N1CCC(O)CC1,x,2.6%,3%,-5%,-5%,
Cc1sc2c(=O)n3c(nc2c1C(=O)NCCCN1CCOCC1)CCCCC3,-3%,i,-3%,-7%,-18%,
CCCCn1c(SCC(=O)Nc2cccc(C)n2)nnc1-c1ccco1,-10%,1.3%,26%,-3%,2%,
CCn1c(SC)nnc1-c1nnc(SC)n1CC,6%,0.5%,3%,5%,-6%,
CSc1nnc(-c2ccccc2)n1N,x,i,x,x,2%,
Cc1cccc2cc(C#N)c(N3CCCC3)nc12,4%,0.8%,6%,1%,11%,
CCCCc1ccc(NC(=S)N2CCCC(CO)C2)cc1 (stereo not given),-8%,1.3%,61%,-2%,-10%,
CC(=NCc1ccco1)c1c(O)n(Cc2ccccc2)c(=O)[nH]c1=O,4%,0.8%,22%,2%,6%,VEEV TC-83 Vero 10K pilot screen=1.6
CC(Oc1ccccc1)C(=O)N1CCN(c2ccc(N3CCCCC3)nn2)CC1 (stereo not given),5%,2.4%,20%,1%,1%,
CNC(=O)Nc1ccccc1C(=O)Nc1ccccc1,13%,0.6%,-2%,-1%,-5%,
O=C(Nc1ccc(Nc2ccccc2)cc1)c1ccc(Br)cc1,-5%,i,-3%,-1%,-3%,
